HSF-1 act: increases HSF-1 driven luciferase reporter signal; NIH3T3-HGL HSF-1 luciferase reporter, MG132, 8 h; 100% = twice DMSO control signal; activation, % at 9 µM; 300,000 tested, 1.7% active; AID 504408;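 active = mean replicate activation of at least 50% with a set share of replicates each reaching 50%; inconclusive = only one of those two conditions met; inactive = mean below 50% and too few replicates reaching it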;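 also: 0% = median of the neutral control wells and 100% = twice that signal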
AI-2 QS mod: modulators of Vibrio harveyi AI-2 quorum sensing system; 300,000 tested, 0.4% active; activity change, % at 7.5 µM; Vibrio harveyi JMH597 AI-2 luminescence/OD600 ratio, 9 h; active compounds read low; strain lacks LuxN and CqsS sensors; 0 = neutral-control median; in the data active = activity change below about -75%, passing the limit was not always enough; inconclusive = no clear call, values can overlap the other calls;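 also: luminescence divided by OD600 gain over 9 h not by final OD600 alone; inactives centre near 13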
KLF5 inhibitor: kruppel-like factor 5 inhibition; DLD-1 KLF5 promoter-luciferase reporter, luminescence; inhibition, % at 5 µM; 290,000 tested, 0.23% active; AID 1700;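 active = inhibition above a per-plate limit of that plate's mean compound inhibition plus 3 SD, cut at about 60% in these data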;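 also: 0% = DMSO wells and 100% = LY294002 at 200 µM; higher means less KLF5 promoter-driven luciferase light; inactives centre near -14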
HIF act: HIF pathway transcriptional activation; activation, % at 7.5 µM (by protocol); 300,000 tested, 0.32% active; U2OS HRE-luciferase reporter, luminescence; normalized: DMSO 0%, desferrioxamine 100%;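 active = mean activation of at least 10% of the iron chelator positive control signal, with at least half of replicates also reaching 10%; inconclusive = mean and replicate majority disagree about reaching 10%; inactive = mean and most replicates under 10%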
Platelet DG rel: modulates dense granule release in human platelets | human platelet-rich plasma, SFLLRN dense granule ATP release, luminescence | inhibition, %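 (compounds screened at 7.5 µM in platelet-rich plasma)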 | 300,000 tested, 0.22% active | AID 1663;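 active = mean replicate score, as percent of positive control, at or above 50; inconclusive = mean below 50 but at least one replicate at or above 50; inactive = mean and every replicate below 50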
aSyn 5UTR inh: 5' untranslated region of α-synuclein, MLPCN primary screen; alpha-synuclein 5'UTR reporter, inhibitor activity; inhibition, % (tested at 7.5 µM); 300,000 tested, 0.82% active; AID 1813; in the data active = inhibition above about 60%; inconclusive = no clear call, values can overlap the other calls;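 also: H4 neuroglioblastoma cells stably carrying SNCA 5'UTR luciferase fusion; 0% = DMSO wells and 100% = positive control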
SKKanGAS inh: inhibitors of SKKanGAS S. pyogenes growth in kanamycin (SK-promoter or general growth effect); inhibition, % at 7.5 µM; 300,000 tested, 1.3% active; BacTiter-Glo, 6 h;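 active = mean replicate score, as percent of positive control median, at least 50; inconclusive = mean below 50 but one replicate at or above 50; inactive = mean and every replicate below 50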;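 also: strain carries kanamycin resistance gene driven by streptokinase promoter and grows in 40 µg/ml kanamycin; loss of luminescence reflects streptokinase promoter inhibition or plain growth inhibition; 0% = median of DMSO wells and 100% = positive control at its reference dose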
IEC-6 tox: kills IEC-6 intestinal cells in KLF5 counter-screen | AID 1825 | 290,000 tested, 0.78% active | inhibition, % at 5 µM | IEC-6 cytotoxicity, luminescence viability; in the data active = inhibition above about 22%;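 also: 0% = plate median of test compound wells and 100% = cytotoxic reference compound wells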
HSP90 inh: blocks HSP90-mediated luciferase refolding in reticulocyte lysate | Rabbit reticulocyte lysate, luciferase refolding luminescence, 3 h | inhibition, % at 5.6 µM | 290,000 tested, 0.91% active;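 active = inhibition above the screen-wide mean plus 3 SD, computed separately per campaign, cut at about 16% in these data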;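 also: 0% = DMSO wells and 100% = 60 µM geldanamycin wells; inhibitors lower the luminescence because luciferase stays unfolded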
HSF1 inhib: HSF1 inhibition; NIH3T3-HGL HSE-luciferase, MG132-induced, luminescence 8 h; active compounds read low; activity change, negative = inhibition, % at 7.5 µM (by protocol); 300,000 tested, 0.77% active; AID 2098;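 active = more than half of replicate wells show activity change below -50%, luminescence cut by over half; inconclusive = some wells, but at most half, below -50%; inactive = no replicate well below -50%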;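 also: luciferase reports HSF-1 transcriptional activity via heat shock element; 0% = median of DMSO wells and -100% = zero luminescence signal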
* marks the source's active call; other numbers are inactive results; ? = inconclusive; . = no result given.

SMILES | HSF-1 act | AI-2 QS mod | KLF5 inhibitor | HIF act | Platelet DG rel | aSyn 5UTR inh | SKKanGAS inh | IEC-6 tox | HSP90 inh | HSF1 inhib
Nc1nc(NCc2ccco2)nn1-c1ccccc1 | 5 | 28 | -41 | 1.4 | -1 | -4 | -3 | -3 | -5 | 3
CCCNC(=O)C1CN(S(=O)(=O)c2ccc(C)cc2)c2ccccc2O1 (stereo not given) | 2 | 39 | 8 | -0.5 | 1 | 18 | 2 | 2 | 3 | 1
COc1ccc(C(=O)Oc2ccc(=O)n(-c3ccccc3)n2)cc1 | -6 | 27 | -24 | -0.1 | -3 | -13 | -1 | 2 | -5 | -6
COc1ccccc1OCC(=O)Nc1ccccc1C(=O)NC1CC1 | 6 | 4 | . | 0.7 | 4 | -4 | 3 | . | . | -7
Cc1cc(NCCO)nc(N2CCOCC2)n1 | -15 | 12 | 20 | -0.5 | -1 | 3 | 4 | 5 | 1 | 0
C/C(=N\NC(=S)Nc1ccc(C)c(C)c1)c1ccc(N2CCOCC2)cc1 | 0 | 16 | -34 | 0.5 | 0 | 14 | 24 | 2 | 4 | -5
O=S(=O)(c1ccccc1)N1CCN(CCc2ccccc2)CC1 | 7 | 9 | -14 | -21 | -9 | 1 | 2 | 0 | -6 | -1
COc1ccc(CNS(=O)(=O)c2ccc3c(c2)NC(=O)CS3)cc1 | 8 | 15 | 0 | 0.0 | -8 | -11 | 0 | -8 | -5 | 4
O=Cc1ccc(N2CCCC2)c(F)c1 | 23 | -4 | -30 | 0.8 | . | 11 | -2 | 1 | 1 | 3
Cc1ccccc1OCC(=O)Nc1cccc(C(=O)O)c1 | . | 13 | 95* | -6.7 | 6 | 105* | 0 | -2 | 97* | .
CC1CCCCN1C(=O)Cc1ccc(Cl)cc1 (stereo not given) | 15 | 24 | -18 | 1.6 | 0 | -50 | 6 | -1 | -1 | 7
CC(C)[C@H](NC(=O)N1CCn2c1nc1ccccc12)C(=O)NCc1ccco1 | 19 | 10 | -18 | 0.0 | 4 | -10 | -2 | 0 | 0 | 0
Cc1ccccc1-c1noc(CCC(=O)NC2CCCCC2)n1 | 3 | 3 | -13 | -0.1 | 17 | 7 | 0 | 4 | -1 | 6
CCOC(=O)c1c(C)[nH]c(C(=O)OCC(=O)NC2CCS(=O)(=O)C2)c1C (stereo not given) | 13 | 35 | -32 | 0.0 | -5 | 4 | 0 | -3 | -1 | -2
CC(C)Oc1ccc(CNCC2(O)CCOC(C)(C)C2)cc1 (stereo not given) | 4 | 8 | -30 | 0.6 | 8 | -6 | 0 | -1 | 5 | 1
O=C(/C=C\N1CCOCC1)c1ccc(Br)cc1 | -4 | -9 | -50 | 1.0 | -2 | -58 | -5 | 1 | -1 | -2
Cc1ccc(C(=O)NC2CCN(CCCC(=O)c3ccc(F)cc3)CC2)cc1 | -4 | 9 | -9 | -0.8 | -2 | 10 | -9 | 0 | 0 | -5
C[C@H]1[C@H](C)CC[C@]2(C(=O)O)CC[C@]3(C)C(=CC[C@@H]4[C@@]5(C)C[C@@H](O)[C@H](O)C(C)(C)[C@@H]5CC[C@]43C)[C@H]12 | -11 | 24 | -2 | 0.1 | -2 | 5 | 103* | -6 | -4 | -8
Cc1ccc([N+](=O)[O-])cc1N | 14 | 0 | -14 | 0.0 | -2 | -36 | 0 | -1 | 0 | -1
COc1cccc(-n2nnc3c(=O)n(Cc4c(F)cccc4Cl)cnc32)c1 | 4 | 6 | -2 | -0.1 | -5 | -11 | -7 | -2 | 0 | -3
Cn1c(NC(=O)c2cccs2)c(-c2cccs2)c(=O)c2ccccc21 | . | 18 | 11 | -0.6 | 8 | -37 | . | 5 | -4 | .
Brc1ccc(CSc2nccn2-c2ccccc2)cc1 | 10 | -3 | -4 | 0.2 | 2 | 4 | 17 | -5 | 1 | 9
COc1ccc(C(=O)NC(=S)SCC(=O)O)cc1 | -9 | 4 | 13 | -0.4 | 4 | -25 | 0 | 2 | -3 | -10
Cc1csc2ncc(C(=O)Nc3ccon3)c(=O)n12 | -15 | 34 | -36 | 0.0 | 0 | -61 | -7 | 1 | -2 | 1
COc1cc(/C=N/NC(=O)c2cccnc2)ccc1OC(=O)c1ccc([N+](=O)[O-])cc1 | 13 | 10 | -22 | -0.9 | -2 | -6 | -4 | -2 | 2 | -1
COC(=O)[C@@H]1CCCN1C(=O)[C@@H](NC(=O)OC(C)(C)C)C(C)C | -8 | -3 | . | 0.4 | -3 | 20 | 5 | . | . | -3
CC(=O)c1cccc(NC(=O)NC2CCCCCCC2)c1 | 9 | 6 | -33 | 2.0 | 6 | -70 | 7 | 10 | 4 | 11
C=CCc1c(Cl)nc(C)nc1NCc1ccccc1 | -8 | 12 | -32 | 0.6 | 5 | 1 | 9 | -1 | 1 | -18
Nc1nc(NCC2CCCO2)nc(Nc2ccc(F)cc2)c1[N+](=O)[O-] (stereo not given) | 11 | 9 | -20 | 0.1 | -25 | 39 | 8 | -4 | 0 | 0
CN(C)S(=O)(=O)c1cccc(NC(=O)/C=C/c2ccccc2[N+](=O)[O-])c1 | -6 | 6 | 20 | 0.9 | -1 | -65 | -6 | 3 | 0 | -6
COc1ccc(N2CCN(C(=O)CCCn3nnnc3CN3CCOCC3)C(C)C2)cc1 (stereo not given) | -1 | 0 | -6 | 0.4 | -9 | 10 | 35 | 1 | 5 | -2
CC(C)c1nc(SCC(=O)N2CCCC2)c2c(=O)n(C)c(=O)n(C)c2n1 | -5 | 5 | . | -0.5 | -9 | 23 | 0 | . | . | -8
CC1CCCN(C(=O)c2ccncc2)C1 (stereo not given) | -10 | 15 | -12 | -0.5 | -2 | 5 | 1 | -1 | -1 | -11
COc1cc(NC(=O)c2ccccc2)c(OC)cc1NC(=O)CN1CCN(c2ccccn2)CC1 | 5 | 37 | -13 | 0.5 | 6 | -13 | 4 | 8 | 1 | 7
COC(C[C@H]1O[C@H]1[C@@H](O)COCc1ccccc1)OC | -22 | -4 | . | 0.2 | 0 | -4 | 5 | . | . | -4
O=C(NN=C1CCCC1)c1ccccc1[N+](=O)[O-] | -7 | -1 | -47 | -24 | -1 | 25 | -6 | -3 | -8 | -1
CN(Cc1ccc(F)cc1Cl)S(=O)(=O)c1cccs1 | -5 | -13 | -8 | 0.1 | 2 | 16 | 17 | 0 | 6 | -1
COc1ccc(-n2cc(CN(C)C3CCOCC3)c(-c3cccc(F)c3)n2)cc1 | -5 | 15 | -16 | 0.6 | 21 | -27 | -2 | 1 | -1 | -1
Cn1c(CNC(=O)c2cccs2)nnc1SCC(=O)Nc1ccc(Cl)cc1 | 2 | 22 | 7 | -0.4 | -12 | -4 | -6 | 8 | -2 | 7
COc1ccc(Oc2nc3ccccc3n(C)c2=O)cc1 | 4 | -7 | 3 | -0.5 | -11 | -33 | -19 | 4 | 3 | -4
Cc1ccc(N2C(=O)C3C(C2=O)C(C(=O)c2ccc(Cl)cc2)N2CCCC32)cc1 (stereo not given) | 1 | -2 | -23 | 0.0 | -3 | -30 | 11 | -1 | -2 | 2
CCOC(=O)c1ccc(N=C2SC(C(=O)NCCc3ccccc3)CC(=O)N2C)cc1 (stereo not given) | -15 | 23 | -4 | -0.3 | -4 | 20 | -4 | 0 | -2 | -2
COc1cccc2cc(C(=O)NCCc3c[nH]c4ccccc34)c(=O)oc12 | 14 | 17 | -24 | 0.1 | 1 | 0 | 4 | -8 | 1 | 14
Cc1nc2[nH]c(=S)[nH]c2cc1Br | -14 | 18 | -11 | -0.3 | 24 | -1 | 8 | 3 | -2 | -6
COc1ccc(/C=C/C(=O)C(C)(C)C)cc1OC | 14 | 12 | -26 | 1.1 | 4 | -27 | -6 | 6 | 2 | 6
Cc1nn2c3c(cnc2c1-c1ccccc1)C(=O)CC(c1ccco1)C3 (stereo not given) | 7 | 11 | -13 | 1.2 | -1 | -10 | 3 | 4 | 1 | 1
Cc1ccc(-c2csc(N/N=C/C=C/c3ccccc3)n2)cc1 | 8 | 9 | -8 | -0.3 | 2 | 5 | 7 | 3 | -2 | -1
Cc1onc(-c2c(F)cccc2Cl)c1C(=O)N1CCN(c2ncccn2)CC1 | 2 | 15 | 1 | -0.9 | 14 | 7 | 1 | -3 | 2 | -5
O=C(N/N=C/c1ccccn1)c1ccc(Br)cc1 | 5 | ? | -26 | 16* | -31 | -19 | -3 | 0 | 1 | 8
Clc1c(OCCCn2ccnc2)ccc2ccccc12 | 17 | 32 | -33 | 2.3 | 2 | -41 | 5 | -3 | 2 | 21
CCOC(=O)c1ccc(NC(=O)C2CCN(S(=O)(=O)c3c(C)nn(C)c3C)CC2)cc1 | -16 | 21 | 8 | -0.3 | -1 | 9 | -5 | -5 | -5 | -14
Cc1ccc(S(=O)(=O)n2cc(-c3ccccc3)c(N)n2)cc1 | -44 | 13 | -17 | 0.0 | -28 | 10 | . | 0 | -1 | -31
COc1ccc(-c2[nH]ncc2/C=N/NC(=O)c2cc(Br)ccc2O)c(OC)c1 | 3 | -4 | -57 | -0.4 | 2 | 11 | -8 | 9 | -1 | 4
Cc1cnnn1-c1ccc([N+](=O)[O-])cc1 | 11 | -4 | -12 | -0.2 | -5 | -20 | 5 | 5 | 1 | 0
COCCNCCCCOc1c(Cl)cc(C)cc1Br | 6 | 20 | -21 | -0.8 | 3 | -16 | 4 | 2 | 0 | -5
CC1CCc2nc(NC(=O)c3ccc(N4C(=O)CCC4=O)cc3)sc2C1 (stereo not given) | 4 | 20 | -46 | 0.5 | -8 | -19 | 15 | -7 | -2 | 8
O=C(NCCCn1ccnc1)C(Cc1ccc([N+](=O)[O-])cc1)N1C(=O)c2ccccc2C1=O (stereo not given) | 2 | 21 | 4 | -0.3 | -2 | 6 | 2 | 2 | -3 | 5
COc1ccc2cc(C(=O)NCc3ccco3)c(=O)oc2c1 | 16 | 2 | -112 | 1.4 | 16 | -93 | -3 | -2 | 0 | -1
Cc1cc(/C=C2\SC(=Nc3ccccc3)NC2=O)c(C)n1-c1ccc(S(N)(=O)=O)cc1 | -24 | 32 | -2 | 1.6 | -42 | 39 | 72* | -4 | 2 | -3
CCC1CCC2(CC1)NC(CO)(CO)CO2 (stereo not given) | -6 | 14 | -5 | 0.2 | -8 | 16 | -1 | -6 | 2 | -7
The listing continues.
SMILES | HSF-1 act | AI-2 QS mod | KLF5 inhibitor | HIF act | Platelet DG rel | aSyn 5UTR inh | SKKanGAS inh | IEC-6 tox | HSP90 inh | HSF1 inhib
O=[N+]([O-])c1cc(C(F)(F)F)ccc1Oc1cccnc1[N+](=O)[O-] | 21 | 27 | -28 | 0.1 | -8 | -30 | -11 | 7 | -5 | 16
CCC(=O)c1cn(CC(=O)Nc2ccc(C)cc2)c2ccccc12 | -4 | 6 | -9 | 1.7 | 6 | -12 | ? | -3 | 3 | -1
CC(Oc1ccc(Br)cc1)C(=O)N1CCC(C(N)=O)CC1 (stereo not given) | -13 | 13 | 5 | 0.2 | 0 | -22 | 0 | 3 | -1 | 0
Clc1ccc(-c2nc(NCCCN3CCOCC3)c3ccccc3n2)cc1 | -8 | 3 | -18 | -0.2 | 7 | 27 | 3 | 10 | -3 | 1
